High-throughput results (PubChem BioAssay)
DYRK1A inh: Dyrk1A (rat) kinase inhibition; AID 504441; inhibition, % at 12.5 µM; 0.43% of 310,000 active; Q63470; ADP-Glo luminescence, NFATc1 peptide; in the data active = inhibition above about 50%;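 also: plate controls were vehicle with enzyme for no effect and no enzyme for full effect; many of its hits are not listed in these tables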
GSK3beta inhib: blocks human GSK3beta kinase activity. P49841. GST-GSK3beta kinase, ADP-Glo luminescence, 60 min; hits give low values. activity score (negative = inhibition), % at 10 µM. 0.038% of 300,000 active;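 active = more than half of replicate wells score below -50%, meaning over 50% inhibition versus plate controls; inconclusive = some replicates but at most half score below -50%; inactive = no replicate scores below -50%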;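 also: 0% = median DMSO wells and -100% = median GW8510 positive control wells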
Target sequence (P49841 whole entry, looked up): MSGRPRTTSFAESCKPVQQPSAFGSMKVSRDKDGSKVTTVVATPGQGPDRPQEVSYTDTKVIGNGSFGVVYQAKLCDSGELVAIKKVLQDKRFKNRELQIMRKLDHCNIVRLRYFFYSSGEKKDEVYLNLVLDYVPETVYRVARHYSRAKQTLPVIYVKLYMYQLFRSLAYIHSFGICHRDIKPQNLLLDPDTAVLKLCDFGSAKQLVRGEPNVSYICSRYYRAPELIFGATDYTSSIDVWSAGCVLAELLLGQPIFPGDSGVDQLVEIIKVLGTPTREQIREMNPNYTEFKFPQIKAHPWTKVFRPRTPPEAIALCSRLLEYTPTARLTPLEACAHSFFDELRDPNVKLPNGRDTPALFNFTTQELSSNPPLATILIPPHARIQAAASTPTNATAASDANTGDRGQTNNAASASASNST
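Test system: GST-tagged human GSK3beta kinase, cell-free; evaluation: activity score scaled between in-plate DMSO and GW8510 controls; measured by: ADP-Glo luminescence; incubation: 60 min reaction, RT; benchmarks: DMSO and 20 µM GW8510; reagent: peptide substrate plus 25 µM ATP (final); medium: Tris/MgCl2 kinase buffer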
HSF-1 act: increases HSF-1 driven luciferase reporter signal. NIH3T3-HGL HSF-1 luciferase reporter, MG132, 8 h; 100% = twice DMSO control signal. 1.7% of 300,000 active. activation, % at 9 µM;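 active = mean replicate activation of at least 50% with a set share of replicates each reaching 50%; inconclusive = only one of those two conditions met; inactive = mean below 50% and too few replicates reaching it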;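 also: 0% = median of the neutral control wells and 100% = twice that signal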
GSK3A inh: human GSK-3 alpha kinase inhibition. P49840. ADP-Glo luminescence, 60 min. AID 2650. 0.1% of 320,000 active. inhibition, % at 10 µM;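 in the data active = inhibition above about 50%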;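 also: GST-tagged GSK-3 alpha with peptide substrate and 25 µM ATP; 0% = DMSO neutral wells and 100% = GW8510 positive control wells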
Target sequence (P49840 whole entry, looked up): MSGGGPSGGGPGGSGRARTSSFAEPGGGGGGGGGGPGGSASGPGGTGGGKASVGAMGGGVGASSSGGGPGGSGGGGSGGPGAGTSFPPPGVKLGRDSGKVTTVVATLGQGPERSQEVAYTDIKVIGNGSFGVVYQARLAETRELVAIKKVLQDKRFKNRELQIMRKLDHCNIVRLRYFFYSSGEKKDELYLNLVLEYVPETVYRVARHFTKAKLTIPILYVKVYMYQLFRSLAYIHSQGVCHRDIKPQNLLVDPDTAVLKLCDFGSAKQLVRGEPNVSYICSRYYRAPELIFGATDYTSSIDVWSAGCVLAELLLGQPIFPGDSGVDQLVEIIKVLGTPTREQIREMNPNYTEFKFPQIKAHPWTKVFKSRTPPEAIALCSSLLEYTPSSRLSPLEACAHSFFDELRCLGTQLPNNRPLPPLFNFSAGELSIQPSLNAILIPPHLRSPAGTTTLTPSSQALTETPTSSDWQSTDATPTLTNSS
Platelet DG rel: platelet dense granule release activity. human platelet-rich plasma, SFLLRN dense granule ATP release, luminescence. inhibition, %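 (compounds screened at 7.5 µM in platelet-rich plasma)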. 0.22% of 300,000 active. AID 1663;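 active = mean replicate score, as percent of positive control, at or above 50; inconclusive = mean below 50 but at least one replicate at or above 50; inactive = mean and every replicate below 50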
KLF5 inhibitor: suppresses KLF5 promoter-driven expression | 0.23% of 290,000 active | AID 1700 | DLD-1 KLF5 promoter-luciferase reporter, luminescence | inhibition, % at 5 µM;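 active = inhibition above a per-plate limit of that plate's mean compound inhibition plus 3 SD, cut at about 60% in these data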;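 also: 0% = DMSO wells and 100% = LY294002 at 200 µM; higher means less KLF5 promoter-driven luciferase light; inactives centre near -14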
aSyn 5UTR inh: MLPCN primary screen, SNCA 5' untranslated region | alpha-synuclein 5'UTR reporter, inhibitor activity | inhibition, % (tested at 7.5 µM) | 0.82% of 300,000 active | AID 1813; in the data active = inhibition above about 60%; inconclusive = no clear call, values can overlap the other calls;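 also: H4 neuroglioblastoma cells stably carrying SNCA 5'UTR luciferase fusion; 0% = DMSO wells and 100% = positive control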
IEC-6 cytotox: counter-screen for KLF5 inhibitors: cytotoxicity in IEC-6 cells. 0.78% of 290,000 active. inhibition, % at 5 µM. IEC-6 cytotoxicity, luminescence viability; in the data active = inhibition above about 22%;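 also: 0% = plate median of test compound wells and 100% = cytotoxic reference compound wells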
HSP90 refold inh: HSP90 refolding inhibition in rabbit reticulocyte lysate; luciferase refolding luminescence, 3 h; inhibition, % at 5.6 µM; 0.91% of 290,000 active; AID 1789;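 active = inhibition above the screen-wide mean plus 3 SD, computed separately per campaign, cut at about 16% in these data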;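 also: 0% = DMSO wells and 100% = 60 µM geldanamycin wells; inhibitors lower the luminescence because luciferase stays unfolded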
HSF1 inh: HSF1 inhibition | NIH3T3-HGL HSE-luciferase, MG132-induced, luminescence 8 h; hits give low values | activity change, negative = inhibition, % at 7.5 µM (by protocol) | 0.77% of 300,000 active | AID 2098;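 active = more than half of replicate wells show activity change below -50%, luminescence cut by over half; inconclusive = some wells, but at most half, below -50%; inactive = no replicate well below -50%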;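 also: luciferase reports HSF-1 transcriptional activity via heat shock element; 0% = median of DMSO wells and -100% = zero luminescence signal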
* = called active by the depositor; ? = inconclusive; . = no result given.

nr	mol	Platelet DG rel	KLF5 inhibitor	HSF-1 act	HSP90 refold inh	GSK3beta inhib	DYRK1A inh	GSK3A inh	aSyn 5UTR inh	IEC-6 cytotox	HSF1 inh
1	COc1ccccc1N1CCN(C(=O)C2c3ccccc3Oc3ccccc32)CC1	0	70*	0	2	4	9	.	81*	82*	-3
2	CN(c1ccc(C(=O)Nc2ccc(Cl)cn2)cc1)S(=O)(=O)c1ccccc1	-5	-10	12	2	1	6	-2	-6	0	7
3	CCOC(=O)c1cnc(SCCc2ccccc2)nc1N	0	-94	88*	7	-7	7	-2	-102	5	54
4	CCOc1ccc(C)cc1-n1nc2ccccc2n1	2	-80	18	0	0	-4	1	-10	-6	-5
5	Cc1cccc(C(=O)NC(=S)Nc2ccc3[nH]c(=O)[nH]c3c2)c1	-4	-41	10	0	0	7	-2	-3	6	-1
6	CCOc1ccc(NS(=O)(=O)c2ccc(C(=O)N3CCCC(C)C3)cc2)cc1 (stereo not drawn)	-18	.	-4	.	3	2	-1	-12	.	5
7	COCCCNC(=O)C1CC(=O)N(CCc2ccccc2)C1 (stereo not drawn)	9	-24	0	2	0	6	3	0	-5	-5
8	Cc1nc(-c2nc(-c3c(C(=O)NNC(=O)c4ccc(Cl)cc4)noc3C)cs2)cs1	7	-8	44	0	0	2	1	-25	-1	10
9	CCc1ccc(C(=O)Nc2ccc(S(=O)(=O)Nc3nc(C)cc(C)n3)cc2)o1	3	8	-4	1	-2	-6	-3	3	7	-2
10	Cn1cnnc1SCC(=O)Nc1ccc2nc(SCc3cccc4ccccc34)sc2c1	2	8	15	7	-3	0	-31	-42	0	3
11	COc1ccc(OC)c(NC(=S)NCc2ccc(S(N)(=O)=O)cc2)c1	0	2	0	-8	2	-5	-2	6	-4	2
12	Cc1cc(=O)oc2cc(OCC(=O)N3CCN(c4ccc(F)cc4)CC3)ccc12	15	-31	7	-2	1	.	-7	14	2	-7
13	COc1ccc(-c2noc(CN3CCN(C(=O)c4cccs4)CC3)n2)c(OC)c1OC	-4	-32	10	0	.	4	-3	13	2	1
14	Cc1cccc(-n2c(O)c(C=Nc3ccccc3-c3n[nH]c(=S)[nH]c3=O)c3ccccc3c2=O)n1	8	-1	20	2	3	6	1	1	4	4
15	CCN1CCN(C(=S)c2ccc([N+](=O)[O-])cc2)CC1	-19	11	-1	4	2	-2	-5	-14	4	2

Quoted at random: five entries already listed, in no set order.
nr	mol	Platelet DG rel	KLF5 inhibitor	HSF-1 act	HSP90 refold inh	GSK3beta inhib	DYRK1A inh	GSK3A inh	aSyn 5UTR inh	IEC-6 cytotox	HSF1 inh
1	COc1ccccc1N1CCN(C(=O)C2c3ccccc3Oc3ccccc32)CC1	0	70*	0	2	4	9	.	81*	82*	-3
14	Cc1cccc(-n2c(O)c(C=Nc3ccccc3-c3n[nH]c(=S)[nH]c3=O)c3ccccc3c2=O)n1	8	-1	20	2	3	6	1	1	4	4
8	Cc1nc(-c2nc(-c3c(C(=O)NNC(=O)c4ccc(Cl)cc4)noc3C)cs2)cs1	7	-8	44	0	0	2	1	-25	-1	10
2	CN(c1ccc(C(=O)Nc2ccc(Cl)cn2)cc1)S(=O)(=O)c1ccccc1	-5	-10	12	2	1	6	-2	-6	0	7
5	Cc1cccc(C(=O)NC(=S)Nc2ccc3[nH]c(=O)[nH]c3c2)c1	-4	-41	10	0	0	7	-2	-3	6	-1

Grouped by structure: the compounds so far containing an aryl thioether with sulfur outside any ring
nr	mol	Platelet DG rel	KLF5 inhibitor	HSF-1 act	HSP90 refold inh	GSK3beta inhib	DYRK1A inh	GSK3A inh	aSyn 5UTR inh	IEC-6 cytotox	HSF1 inh
3	CCOC(=O)c1cnc(SCCc2ccccc2)nc1N	0	-94	88*	7	-7	7	-2	-102	5	54
10	Cn1cnnc1SCC(=O)Nc1ccc2nc(SCc3cccc4ccccc34)sc2c1	2	8	15	7	-3	0	-31	-42	0	3

(next part)
nr	mol	Platelet DG rel	KLF5 inhibitor	HSF-1 act	HSP90 refold inh	GSK3beta inhib	DYRK1A inh	GSK3A inh	aSyn 5UTR inh	IEC-6 cytotox	HSF1 inh
16	CCCn1c(SCC(=O)NC2CCCC2)nnc1C(C)C	-73	-9	-4	-4	2	-2	-1	22	-8	-6
17	CC1CCC(N(C(=O)c2csnn2)C(C(=O)NC(C)(C)C)c2cccnc2)CC1 (stereo not drawn)	1	-14	-5	1	-1	-2	-2	-24	2	-5
18	Cc1ccc(CC(=O)Nc2nccs2)cc1C	-34	-10	-10	3	-2	2	-1	-35	4	-15
19	CC1(C)CC(=O)c2cn3ncnc3nc2C1	9	8	-18	-2	-3	-4	.	-9	-1	-9
20	CCOC(=O)c1ccc(N2C(=O)c3n[nH]c(C)c3C2c2ccc(O)cc2)cc1 (stereo not drawn)	1	-39	27	1	-1	-3	.	-8	0	11
21	C/C(=C\C(=O)c1cccnc1)Nc1ccc(O)cc1	4	-19	-16	6	2	5	2	-77	1	-4
22	COc1ccc2cc(-c3ccccc3)ncc2c1	41	-160	75*	20*	-1	-1	0	-65	7	35
23	COc1ccc(C(=O)C[n+]2cccc(C(N)=O)c2)cc1	5	-48	-7	-1	0	-1	-2	6	-6	-11
24	CCn1c(=N)n(CC(=O)c2cccc([N+](=O)[O-])c2)c2ccccc21	-14	6	1	4	1	1	-2	-83	5	4
25	CC1=C(C)CC(C(=O)NC2CCN(C(C)C)CC2)C(C(=O)O)C1 (stereo not drawn)	2	-16	10	-3	2	1	-3	-13	-4	-5
26	Cc1ccc(-c2cc(C(=O)N/N=C/c3ccc([N+](=O)[O-])o3)c3ccccc3n2)o1	.	-71	.	6	-2	3	.	.	-5	.
27	CCc1ccc(NC(=S)N2CCC(NC(=O)C3CCCCC3)CC2)cc1	-7	-4	-16	3	0	-6	0	-2	0	-13
28	CCOC(=O)/C(C#N)=C/c1cn(CCC(=O)O)nc1-c1ccc(Cl)cc1	0	-28	?	2	2	-3	0	-16	4	22
29	O=C1COc2ccc(C(=O)CSc3nnnn3-c3ccccc3)cc2N1	-1	-33	-3	1	1	0	1	11	1	-4
30	Cc1ccc(N(CC(=O)Nc2ccc3c(c2)OCCO3)S(=O)(=O)c2c(C)n[nH]c2C)cc1	-1	15	-5	6	0	-9	0	9	1	-2
31	CCOc1ccc(N2C(=O)CC(NC3CCN(C(=O)c4cccs4)CC3)C2=O)cc1 (stereo not drawn)	-4	-1	-10	1	-2	-4	-2	-14	2	-4
32	CN(CCC(=O)Nc1ccc2c(c1)OCO2)Cc1ccccc1	-4	-26	-2	-3	-2	6	0	-23	5	-4
33	CCOC(=O)c1ccc(NC(=O)CSc2nnc(CCc3ccc(C)o3)n2-c2ccccc2)cc1	2	0	9	0	5	-4	-2	51	-2	8
34	O=C(/C=C/c1cccc(Cl)c1)Nn1c(-c2cccs2)nc2ccccc2c1=O	5	-3	0	2	-1	-9	5	-17	6	2
35	CCOC(=O)c1ccc(NS(=O)C23CC4CC(CC(C4)C2)C3)cc1 (stereo not drawn)	0	-18	-52	7	2	1	0	-110	4	-37
36	O=C(O)c1ccccc1SCC(=O)N1CCCCC1	-3	11	26	-1	2	8	-1	4	1	-3
37	COc1ccc2nc(Nc3nc(CSc4nnnn4-c4ccccc4)cc(=O)[nH]3)nc(C)c2c1	-1	-38	-8	7	0	11	3	-4	-5	-2
38	CC1CCCCC1NC(=O)CSc1nnc(CC(=O)Nc2ccccc2F)n1C (stereo not drawn)	0	-22	-1	1	3	12	-2	-27	3	0
39	CCOC(=O)C1(Cc2cccc(Cl)c2)CCCN(C(=O)c2ccc(COC)s2)C1 (stereo not drawn)	-20	-51	18	4	2	6	1	-9	-2	2
40	CCN(C(=O)CCS(=O)(=O)c1cccc2nonc12)c1ccc(C)c(C)c1	8	-3	8	-1	-2	-7	2	-20	-4	-2
41	CC1=NNC(=O)C(CC(=O)Nc2ccc(Cl)c(Cl)c2)C1 (stereo not drawn)	1	-11	-12	5	1	-9	0	5	2	2
42	O=C(O)c1ccc(Oc2cccc([N+](=O)[O-])c2)cc1C(=O)O	0	-36	-2	1	-6	-7	.	19	3	9
43	COc1ccccc1C1CC(=O)NC(C)=C1C(=O)OCC1CCCO1 (stereo not drawn)	-1	-17	8	2	-3	2	-3	-3	-1	1
44	Cc1ccccc1SCC(=O)OCC(=O)Nc1sccc1C(N)=O	7	12	2	-3	1	3	3	-3	1	-1
45	CCOc1ccc2c(=O)c(-c3ccc4c(c3)OCCCO4)c(C)oc2c1	4	-3	2	0	-4	3	2	-12	-5	2
46	COc1ccccc1CNC(=O)C(NS(=O)(=O)c1cccc2nsnc12)C(C)C (stereo not drawn)	0	7	13	-3	2	-4	0	12	1	2
47	CCN(CC)C(=O)c1ccc2c(c1)N(Cc1ccccc1)C(=O)CS2=O (stereo not drawn)	4	-3	-2	4	0	-2	-1	-31	4	-3
48	CC(c1nccs1)N(C)C(=O)CCc1nnc(-c2ccc(-c3ccccc3)cc2)o1 (stereo not drawn)	-5	-3	4	1	1	.	1	19	-6	-2
49	Nc1nonc1/C(=N/O)N1CCN(CCO)CC1	.	-13	-8	1	6	1	-1	6	2	-10

Some of the compounds tested, so the mix of outcomes need not match the whole.
